RSV CPE inhibition: RSV antiviral activity via CPE protection, HEp-2 cells, primary 10 µM value included (AID 2391). HEp-2 cells, RSV-induced CPE inhibition; higher % means a stronger effect. CPE inhibition, % at 10 µM; hits with a dose series show IC50 in µM. actives 0.13% (n = 310,000); in the data active = a potency from the dose series; note: strong numbers were not always called active
T cell modulator: modulators of CD8 T cell-vesicle binding, primary screen, mouse 2C CD8+ T cells, flow cytometry | 2C CD8+ T cell-vesicle binding; active compounds read low | calls only at 7 µM | actives 0.068% (n = 330,000) | AID 2052, 2009;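 active = response, share of CD8 T cells binding vesicles, and their 90th percentile fluorescence all below set limits, cut at about 80% in these data, passing the limit was not always enough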
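Assay system – 2C mouse CD8+ T cells · Also added – QL9-loaded Drosophila micro-vesicles · Timing – Cell–vesicle co-incubation 1.5 h at 37 °C, staining 20 min on ice · Signal – flow cytometry of vesicle-bound cells · Measure – percent CD8+ FL2 mean versus row control · Controls – Peptide-free naked vesicles (low) and QL9 vesicles with 0.7% DMSO vehicle (high)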
UTI89 phage lysis: inhibition of K1F phage lysis, E. coli UTI89, bacterial capsule biogenesis inhibitors, alamar blue (AID 488966). E. coli UTI89 K1F phage lysis, alamar blue, 2 h; higher % means a stronger effect. inhibition, % at 100 µM, or IC50 in µM where a hit was titrated. actives 0.02% (n = 340,000);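 active = phage lysis inhibition, versus mean bacterial control, above a set limit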;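 note: capsule biogenesis inhibitors block K1F phage lysis so surviving cells raise fluorescence; higher fluorescence means more inhibition of phage lysis; actives were called in the ten point dose series up to 300 µM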
T cell modulator vesicle-bound %: second read-out of T cell modulator, no call of its own (marks repeat the call); double positive events, %; measured here: CD8+ vesicle-bound cell fraction;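 binding gate set so that unloaded-vesicle control wells show 10% double positive cells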
The depositor's hits bear a star; i = inactive; [ ] = remark or other dose. A portion of the library; count on the stated rates, not on these rows.

A first look (two entries):
SMILES | RSV CPE inhibition | T cell modulator | T cell modulator vesicle-bound % | UTI89 phage lysis
C[C@@H]1[C@H](O)C[C@@]23COC(=O)C2=CCCC3[C@@]1(C)CCC1COC(=O)C1 (stereo not given in full) | 1.6% | i | 1.2 | 0.6%
Cc1ccc(S(=O)(=O)NC2CCCCC2)cc1 | 2.0% | i | 19.7 | 0.1%

The whole of this part, previewed entries included:
SMILES | RSV CPE inhibition | T cell modulator | T cell modulator vesicle-bound % | UTI89 phage lysis
C[C@@H]1[C@H](O)C[C@@]23COC(=O)C2=CCCC3[C@@]1(C)CCC1COC(=O)C1 (stereo not given in full) | 1.6% | i | 1.2 | 0.6%
Cc1ccc(S(=O)(=O)NC2CCCCC2)cc1 | 2.0% | i | 19.7 | 0.1%
O=C(CN1C(=O)S/C(=C/c2cccs2)C1=O)N1CCCC1 | 1.3% | i | 24.3 | 0.7%[50 µM]
COc1ccc(N(CCC(=O)NCCc2ccccc2)S(=O)(=O)c2ccc(C)cc2C)cc1 | 1.2% | i | 36.8 | 0.3%[50 µM]
COc1ccc(-c2nn(-c3ccccc3)cc2C(=O)N2CCN(S(=O)(=O)c3cccc(F)c3)CC2)cc1 | 0.3% | i | 42.7 | 0.1%[50 µM]
CC(O)[C@H]1CC[C@H]2[C@@H]3CC[C@H]4C[C@H](O)CC[C@]4(C)[C@H]3[C@H](O)C[C@]12C (stereo not given in full) | -2.4% | i | 18.4 | 0.5%
CCCN1CCN(C(=O)c2ccc(-c3ccc([N+](=O)[O-])cc3)o2)CC1 | -1.0% | i | 33.2 | -0.4%[50 µM]
CC(C)CC(=O)Nc1ccc(C(=O)COC(=O)C2CC(=O)N(Cc3ccccc3)C2)cc1 (stereo not given) | 4.5% | i | 30.5 | 0.7%[50 µM]
O=C(CSC1=NS(=O)(=O)c2cc(Cl)ccc2N1)Nc1ccccc1C(F)(F)F | -1.3% | i | 42.0 | 0.3%[50 µM]
Cc1ccc(S(=O)(=O)CCC(=O)OCC(=O)c2cc(C)ccc2C)cc1 | -0.3% | i | 26.7 | 0.3%[50 µM]
O=C(Nc1cccc(F)c1)c1cc(S(=O)(=O)N2CCOCC2)ccc1N1CCCC1 | -0.1% | i | 31.4 | 0.2%[50 µM]
Cc1ccc(NC(=O)CSc2nnc(-c3cccnc3)o2)c(C)c1 | -1.7% | i | 2.2 | 1.2%[50 µM]
COc1ccc(-c2ccc(-c3nc4ccc(C)cn4c3NC3CCCCC3)cc2OC)cc1 | -2.3% | i | 18.7 | 2.3%
Cc1ccc(C(=O)OC(C)C(=O)Nc2ccc(S(N)(=O)=O)cc2)cc1S(=O)(=O)N1CCOCC1 (stereo not given) | -2.2% | i | 5.9 | -0.1%[50 µM]
CCCCCN(C(=O)CCC(=O)OCCOc1ccccc1)c1c(N)n(CCCC)c(=O)[nH]c1=O | -2.4% | i | 52.8 | -0.6%
Cc1ccc(C(=O)OCC(=O)NCCc2ccccc2)cc1C | 0.9% | i | 6.4 | 0.3%[50 µM]
CC1(C)CC(=O)C(CO)=C(c2cccc3ccccc23)C1=O | -1.1% | i | 31.1 | 1.6%
CCOc1ncccc1C(=O)OCc1csc(CC(=O)Nc2ccccc2C)n1 | 2.5% | i | 35.7 | -0.1%[50 µM]
CC(C)CCC[C@@H](C)[C@H]1CC[C@H]2[C@@H]3C(=O)C=C4C[C@@H](O)CC[C@]4(C)[C@H]3CC[C@]12C | -3.3% | i | 12.3 | -3.7%
Cc1ccc(NC(=O)CN(C)CC(=O)N(CC(C)C)c2c(N)n(CC(C)C)c(=O)[nH]c2=O)c(C)c1 | 0.3% | i | 25.3 | 0.6%[50 µM]
CN(CC(=O)Nc1ccccc1Cl)C(=O)c1ccccc1SCC(=O)N1CCCC1 | 0.4% | i | 42.8 | 0.9%[50 µM]
CCCCn1c(N)c(N(CCC(C)C)C(=O)C2CC(=O)N(c3ccc(OC)cc3OC)C2)c(=O)[nH]c1=O (stereo not given) | -2.5% | i | 39.5 | 0.3%[50 µM]
CN(C(=O)COC(=O)c1ccc(Br)o1)c1c(N)n(Cc2ccccc2)c(=O)[nH]c1=O | 1.1% | i | 39.0 | 2.1%[50 µM]
CC(=O)c1ccccc1NC(=O)C1CCCN(C(=O)c2ccc(Cl)cc2)C1 (stereo not given) | 1.7% | i | 53.3 | -0.1%[50 µM]
O=C(CSc1ccccc1F)NCC1(N2CCCCC2)CCCCC1 | -0.2% | i | 36.5 | 0.8%[50 µM]
COc1cc(-c2nnc3sc(Cc4ccc(Cl)cc4)nn23)cc(OC)c1OC | 1.6% | i | 26.6 | -0.5%
COCCn1c(C)cc(C(=O)COC(=O)C2CC(=O)N(CCc3ccc(OC)c(OC)c3)C2)c1C (stereo not given) | 0.2% | i | 38.0 | 0.7%[50 µM]
O=C(Nc1ccccc1N1CCCC1)C1CCN(S(=O)(=O)c2ccc(F)cc2)CC1 | 1.6% | i | 21.9 | -1.7%
Cc1nn(-c2ccccc2)c(C)c1C(=O)OCC(=O)N(C)c1ccccc1 | 1.4% | i | 29.3 | 1.2%[50 µM]
CC(=O)c1ccc(S(=O)(=O)N2CCN(C(=O)c3ccccc3Cc3ccccc3)CC2)cc1 | -1.6% | i | 16.2 | 0.9%[50 µM]
O=C(COc1ccccc1[N+](=O)[O-])Nc1cccc(S(=O)(=O)NC2=NCCCCC2)c1 | 5.8% | i | 33.3 | 1.1%[50 µM]
CCC1(c2ccc(F)cc2)NC(=O)N(CC(=O)N2CCc3ccccc32)C1=O (stereo not given) | 3.9% | i | 25.5 | 1.5%[50 µM]
CCC(C)Sc1ccc([C@@H]2[C@H]3C(=O)N(CC)C(=O)[C@H]3[C@]3(C(=O)OC)CCCN23)cc1OC (stereo not given in full) | 1.0% | i | 40.0 | -0.8%
COc1ccc(-c2cn(Cc3ccc(C(N)=O)cc3)c(-c3ccncc3)n2)cc1 | -0.6% | i | 18.7 | 0.9%
COc1ccc(CC(=O)N(CCC2=CCCCC2)c2c(N)n(Cc3ccccc3)c(=O)[nH]c2=O)cc1OC | -1.8% | i | 24.3 | -0.1%[50 µM]
Cc1ccc(OCCCCCCN2CCNCC2)c(Br)c1 | -1.3% | i | 47.9 | 9.8%
NCCCC[C@@H](C(=O)NCCCCCCCCCCC(=O)N1CCNCC1)n1cc(CCO)nn1 | 1.3% | i | 3.8 | 3.8%
CCNc1nnc(SCC(=O)N2c3ccccc3NC(=O)CC2C)s1 (stereo not given) | 0.2% | i | 40.4 | 0.1%[50 µM]
Cc1noc(C)c1CSCC(=O)Nc1nc2c(F)cc(F)cc2s1 | -0.2% | i | 29.2 | 0.6%[50 µM]
CC(c1ccc(F)cc1)n1cc(S(=O)(=O)N2CCCC2)ccc1=O (stereo not given) | 0.8% | i | 50.3 | 0.7%[50 µM]
CN(C(=O)Cn1cnc2ccccc2c1=O)C1CCS(=O)(=O)C1 (stereo not given) | -1.9% | i | 7.9 | 0.8%[50 µM]
CCc1ccccc1NC(=O)CNC(=O)CCNC(=O)Nc1ccccc1 | 0.8% | i | 45.6 | 1.0%[50 µM]
O=C(COC(=O)C1CCC1)NCc1ccccc1 | -0.5% | i | 39.5 | 1.4%[50 µM]
CN(C(=O)Cn1cc(C(F)(F)F)cc(Cl)c1=O)C1CCS(=O)(=O)C1 (stereo not given) | -2.0% | i | 24.3 | 0.7%[50 µM]
Cc1cccc(OCc2nnc(-c3ccc(F)cc3)o2)c1 | 4.6% | i | 46.9 | 0.3%[50 µM]
Cc1cccc(NC(=O)COC(=O)c2ccc(C)c(S(=O)(=O)N3CCCCC3)c2)c1 | 1.4% | i | 29.0 | 1.7%[50 µM]
COc1cccc(CNC(=O)c2ccc(OCC(=O)N3CCOCC3)c(OC)c2)c1 | -1.4% | i | 41.7 | -0.4%[50 µM]
COc1cc2c(cc1OC)CN(C(=O)c1cc(S(=O)(=O)N3CCOCC3)ccc1C)CC2 | -1.9% | i | 30.0 | 0.5%[50 µM]
COC(=O)C1=C(C)NC(C)=C(C(=O)OC)C1C(=O)OCc1nc2cc(C(=O)OC)ccc2c(=O)[nH]1 | -2.1% | i | 45.1 | 0.7%[50 µM]
OC(c1ccccc1)(c1ccccc1)c1ncc[nH]1 | 0.9% | i | 41.6 | -0.7%

The list continues.
SMILES | RSV CPE inhibition | T cell modulator | T cell modulator vesicle-bound % | UTI89 phage lysis
CC(=O)Nc1sc(C)c(C)c1C(=O)OCC(=O)NCc1ccc(Cl)cc1 | 1.4% | i | 45.5 | 0.1%[50 µM]
O=C(Nc1ccccc1N1CCCC1)C1CCN(C(=O)c2ccc(F)cc2)CC1 | -1.8% | i | 41.4 | 1.1%[50 µM]
CCN(CC)S(=O)(=O)c1ccc(N2CCCC2)c(NC(=O)c2ccc(N3CCCC3=O)cc2)c1 | 1.3% | i | 58.6 | 1.1%[50 µM]
CCCNC(=O)C(Cc1cccc(OC)c1)NC(=O)c1ccc(C(C)(C)C)cc1 (stereo not given) | -1.0% | i | 23.5 | 3.4%
Oc1ccc(Cl)cc1CNCc1ccc(C(F)(F)F)cc1 | -0.4% | i | 45.9 | 2.6%
Cc1nn(-c2ccccc2)c(C)c1C(=O)OCC(=O)Nc1cccc(S(N)(=O)=O)c1 | -0.9% | i | 42.6 | -0.8%
CCCSc1ccc([C@@H]2[C@H]3C(=O)N(CC)C(=O)[C@H]3[C@]3(C(=O)OC)CCCCN23)cc1OC | 11.4% | i | 14.9 | -0.2%
O=C1NCCSC1c1ccccc1 (stereo not given) | 0.1% | i | 25.5 | -0.1%
CC1=C(C(=O)O)N2C(=O)C(NC(=O)c3ccc(F)cc3)C2SC1 (stereo not given) | 2.5% | i | 16.4 | -0.2%[50 µM]
O=C(CN1C(=O)NC2(CCCCCC2)C1=O)c1ccc(OC(F)F)cc1OC(F)F | 1.4% | i | 28.0 | 0.6%[50 µM]
CC(C)CN(C(=O)COC(=O)CCc1nc2ccccc2s1)c1c(N)n(Cc2ccccc2)c(=O)[nH]c1=O | -1.6% | i | 37.2 | -1.4%
O=c1c2ccccc2nc2sc(Nc3cccc(Cl)c3)nn12 | 1.0% | i | 41.5 | 1.1%
Cc1cc(C)c(C)c(SCC(=O)Nc2oc(C)c3c(C)n[nH]c(=O)c23)c1C | -1.0% | i | 51.6 | 0.7%[50 µM]
CC(=O)c1c(C)[nH]c(C(=O)CN2C(=O)NC(C)(c3ccc4c(c3)OCCO4)C2=O)c1C (stereo not given) | -0.1% | i | 10.3 | -0.3%[50 µM]
CCOC(=O)C1=C(COC(=O)/C=C/c2cccc([N+](=O)[O-])c2)NC(=O)NC1C (stereo not given) | -2.5% | i | 21.0 | 0.8%[50 µM]
O=C(Nc1ccc(Nc2ccccc2)cc1)c1ccc(Cl)cc1 | 18.2% | i | 27.1 | -0.7%
CCN1CCN(S(=O)(=O)c2ccc(OC)c(NC(=O)c3ccccc3F)c2)CC1 | -0.8% | i | 50.5 | 1.1%[50 µM]
COc1ccc(N2CC(C(=O)Nc3ccc(S(=O)(=O)Nc4nccs4)cc3)CC2=O)c(OC)c1 (stereo not given) | 1.4% | i | 58.5 | 0.3%[50 µM]
O=C(COC(=O)Cc1cccc(C(F)(F)F)c1)NCc1ccco1 | 0.9% | i | 41.0 | 0.6%[50 µM]
C=CCOc1ccccc1OCC(O)CNC(C)C (stereo not given) | 1.9% | i | 20.7 | 2.3%
COc1ccc2c3n([n+]([O-])c2c1)CCN=C3c1cc(Cl)c(N)c(Cl)c1 | 14.6% | i | 36.1 | 0.2%
CCCn1nc(C(=O)NNC(=O)CCOc2ccccc2OCC)c2ccccc2c1=O | 0.6% | i | 26.0 | 1.9%[50 µM]
Cc1ccc(CN(C)C(=O)COC(=O)CSc2ccc(C(N)=O)cc2[N+](=O)[O-])cc1 | -0.6% | i | 46.8 | -1.9%
Cc1ccc(C)c(NC(=O)CN(C)C(=O)c2cccc(-n3cccc3)c2)c1 | 0.5% | i | 23.9 | 0.7%[50 µM]

An excerpt of these results, with two lines to a compound.
Sequence of screens: RSV CPE inhibition, T cell modulator, T cell modulator vesicle-bound %, UTI89 phage lysis
O=C(Nc1ccc(Nc2ccccc2)cc1)c1ccc(Cl)cc1
 : 18.2%, i, 27.1, -0.7%
CCN1CCN(S(=O)(=O)c2ccc(OC)c(NC(=O)c3ccccc3F)c2)CC1
 : -0.8%, i, 50.5, 1.1%[50 µM]
COc1ccc(N2CC(C(=O)Nc3ccc(S(=O)(=O)Nc4nccs4)cc3)CC2=O)c(OC)c1 (stereo not given)
 : 1.4%, i, 58.5, 0.3%[50 µM]
O=C(COC(=O)Cc1cccc(C(F)(F)F)c1)NCc1ccco1
 : 0.9%, i, 41.0, 0.6%[50 µM]
C=CCOc1ccccc1OCC(O)CNC(C)C (stereo not given)
 : 1.9%, i, 20.7, 2.3%
COc1ccc2c3n([n+]([O-])c2c1)CCN=C3c1cc(Cl)c(N)c(Cl)c1
 : 14.6%, i, 36.1, 0.2%
CCCn1nc(C(=O)NNC(=O)CCOc2ccccc2OCC)c2ccccc2c1=O
 : 0.6%, i, 26.0, 1.9%[50 µM]
Cc1ccc(CN(C)C(=O)COC(=O)CSc2ccc(C(N)=O)cc2[N+](=O)[O-])cc1
 : -0.6%, i, 46.8, -1.9%
Cc1ccc(C)c(NC(=O)CN(C)C(=O)c2cccc(-n3cccc3)c2)c1
 : 0.5%, i, 23.9, 0.7%[50 µM]

From PubChem
